# POLH inh: inhibitors of human DNA polymerase eta | actives 1.2% (n = 390,000) | recombinant Pol eta, fluorescent DNA replication assay | Potency, µM (highest dose often 114 µM), for the others: at the top dose activity change, negative = inhibition, hits mostly inhibitors; further: potency means the concentration at half of the fitted maximal effect; on the % scale 0 is the no-effect control and ±100 the full control effect
#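 Pol eta (10 nM) was preincubated with compounds for 15 min at room temperature, after which fluorescent replication substrate (50 nM final) was added to start the reaction. Fluorescence was read kinetically at 0 and 10 min.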
# GRP78 ERSR act: ER stress response induction in glioma; AID 602332; Potency, µM, for the others: at the highest dose activation, usual class: activators; U87-MG GRP78 promoter luciferase reporter, 16 h; actives 0.02% (n = 420,000); further: potency means the concentration at half of the fitted maximal effect; series mostly up to about 76 µM; % of control where 0% means no effect; nearly all actives have a fitted effect of over 35% in size
#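 ERSR induction read as luciferase luminescence (Bright-Glo, 10 min at room temperature) in stably transfected human U87-MG glioma cells exposed to compounds for 16 h, using GRP78 as sensor.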
# Anesthetic bind: binds horse apoferritin like a general anesthetic. AID 485281. actives 0.074% (n = 350,000). P02791. apoferritin/1-aminoanthracene competitive binding, fluorescence. Potency, µM (titrated, usually from 77.5 µM), inactives show at the top dose activity change, negative = displacement, hits mostly inhibitors; further: potency means the concentration at half of the fitted maximal effect; on the % scale 0 is the no-effect control and ±100 the full control effect; nearly all actives have a fitted effect of over 20% in size
# Target sequence (P02791 2-175 limits assumed): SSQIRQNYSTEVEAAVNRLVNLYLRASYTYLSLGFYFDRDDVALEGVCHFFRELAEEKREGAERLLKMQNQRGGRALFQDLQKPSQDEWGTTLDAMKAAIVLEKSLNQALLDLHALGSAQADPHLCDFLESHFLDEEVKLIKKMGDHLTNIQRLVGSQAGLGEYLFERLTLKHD
#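 Horse-spleen apoferritin (10 uM) was mixed with 50% saturated 1-aminoanthracene in PBS, exposed to compounds for 10 min at room temperature, and read for fluorescence (ex 380 nm, em 535 nm). Competitive displacement was fitted with a four-parameter Hill equation.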
# POLK inh: blocks human DNA polymerase kappa activity; AID 588579; actives 0.53% (n = 400,000); Potency, µM (titrated, usually from 107 µM), without a hit: top-dose activity, negative = inhibition, actives largely listed as inhibitors; purified Pol kappa, fluorescent DNA synthesis assay, 10 min; Q9UBT6; further: potency means the concentration at half of the fitted maximal effect; on the % scale 0 is the no-effect control and ±100 the full control effect
#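 Readout: fluorescence, taken kinetically at 0 and 10 min. Conditions: 10 nM Pol kappa, 15 min RT compound preincubation, 50 nM substrate final. Controls: enzyme-free buffer wells.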
# Pol beta inh: inhibitors of human DNA polymerase beta; P06746; Potency, µM (series often up to 114 µM), for inactives: at the highest dose activity change, negative = inhibition, actives largely listed as inhibitors; AID 485314; actives 1.3% (n = 340,000); Pol beta primer extension/strand displacement, fluorescence kinetic; further: potency means the concentration at half of the fitted maximal effect; on the % scale 0 is the no-effect control and ±100 the full control effect
#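 Pol beta (10 nM) was preincubated with compound for 15 min at room temperature. The reaction was then started with 50 nM substrate and read immediately and after a further 10 min at room temperature.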
# BLM helicase inh: inhibitors of human Bloom syndrome helicase BLM; P54132; recombinant BLM DNA unwinding, fluorescence dequenching; Potency, µM (highest dose often 56.1 µM), for the others: at the highest dose activity change, negative = inhibition, actives largely listed as inhibitors; actives 0.2% (n = 350,000); AID 2528;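 further: potency means the concentration at half of the fitted maximal effect; plate controls were vehicle for no effect and no enzyme for full effect; nearly all actives have a fitted effect of over 35% in size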
# APEX1 inh: APE1 (human) endonuclease inhibition; Potency, µM (doses to about 65.8 µM), without a hit: at the top dose activity change, negative = inhibition, usual class: inhibitors; P27695; recombinant APE1, TAMRA/BHQ-2 abasic DNA cleavage fluorescence; actives 0.35% (n = 350,000); AID 2517;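 further: potency means the concentration at half of the fitted maximal effect; plate controls were vehicle for no effect and reference inhibitor for full effect; nearly all actives have a fitted effect of over 55% in size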
# Target sequence (P27695 whole entry, looked up): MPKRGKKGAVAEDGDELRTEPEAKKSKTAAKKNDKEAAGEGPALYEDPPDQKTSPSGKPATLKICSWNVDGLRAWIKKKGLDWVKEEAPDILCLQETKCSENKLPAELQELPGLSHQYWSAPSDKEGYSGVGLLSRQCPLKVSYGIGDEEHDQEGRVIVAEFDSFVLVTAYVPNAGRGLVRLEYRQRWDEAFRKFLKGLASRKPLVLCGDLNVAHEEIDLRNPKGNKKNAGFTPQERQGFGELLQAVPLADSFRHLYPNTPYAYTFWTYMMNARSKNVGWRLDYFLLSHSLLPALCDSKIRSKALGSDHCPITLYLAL
#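 Quantitative HTS: incision of a TAMRA/BHQ-2 double-stranded substrate bearing a tetrahydrofuran abasic site by 0.75 nM APE1 raises fluorescence. Substrate 50 nM final, added after 15 min compound preincubation at room temperature; progress as third-minus-first kinetic read difference.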
# Pol iota inh: blocks human DNA polymerase iota activity; Pol iota fluorescent replication assay, 10 min; Potency, µM (titrated, usually from 115 µM), for inactives: top-dose activity, negative = inhibition, hits mostly inhibitors; actives 1% (n = 390,000); further: potency means the concentration at half of the fitted maximal effect
#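 Fluorescent replication assay read twice, at 0 min and 10 min after adding 50 nM (final) substrate. Enzyme (10 nM) and compounds were first incubated 15 min at room temperature; enzyme-free buffer wells were negative controls.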
# LDHA block: LDHA (human) enzyme inhibition; P00338; actives 0.15% (n = 480,000); purified LDHA, NADH/diaphorase-resazurin fluorescence; hits give low values; activity change, % (values are at about 110 or 230 µM); in the data active means activity change below about -30%; inconclusive means mostly about -25% to -30%;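 further: plate controls were DMSO wells for no effect and wells without enzyme for full effect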
#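 Enzyme activity of human lactate dehydrogenase 5 (2 nM; 0.06 mM NADH, 0.2 mM pyruvate, 5 min, RT) is measured via a resazurin/diaphorase fluorescence readout of residual NADH.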
# An asterisk follows results filed as active; u = inconclusive; x = not tested or not shown; & = joins results of further samples; [ ] = remark or other dose. Unless noted, the call rests on the fitted dose curve; in most records, active means well fitted curve in the direction sought with a large enough effect; inconclusive means small, poorly fitted or top-dose-only effect, or another doubt; inactive means no such curve, though single readings can be large; an effect the other way counts as inactive or inconclusive.
SMILES,POLH inh,GRP78 ERSR act,Anesthetic bind,POLK inh,Pol beta inh,BLM helicase inh,APEX1 inh,Pol iota inh,LDHA block
COc1ccc([C@@H]2CC=C(C(=O)O)CN2S(=O)(=O)c2ccc(Cl)cc2)cc1,-13%,-4%,x,11%,x,x,52%[activator],1%,0
COc1ccc(C(=O)NCC(=O)OCc2ccc(Br)cc2)cc1,-6%,-2%,-7%,3%,21%,3%,0%,-22%,0
COc1ccc(CN(C)C(=O)CNC(=O)c2ccc(C)cc2)cc1,-4%,0%,-15%,-8%,-1%,-5%,78%[activator],80%[activator],-10
CS(=O)(=O)N1CCN(C2Cc3ccccc3C2)CC1,6%,-5%,-9%,-3%,5%,-5%,3%,14%,-11
COCc1nc2ccccc2n1Cc1c(F)cccc1Cl,-17%,0%,-9%,-8%,12%,0%,13%,134%[activator],-3
COC(=O)c1cc(OC)c(OC)cc1NC(=S)N1CCC(C(N)=O)CC1,-1%,-5%,3%,-14%,-1%,0%,-3%,10%,-7
CCc1c(CN2CCN(c3ccccc3F)CC2)csc1C,-26%,-2%,-3%,-10%,-16%,-1%,x,5%,10&1
CN(Cc1ccco1)c1ncnc2ccc(-c3ccccc3Cl)cc12,-14%,0%&-1%,x,-2%,x,-6%,-1%&-7%&-1%,1%,-5
O=C(CNC(=O)c1ccc2ccccc2c1)OCC(=O)N1CCN(S(=O)(=O)c2ccc3ccccc3c2)CC1,-18%,-3%,-4%,-4%,30%,3%,-1%,22%,0
Cc1cc(=O)[nH]c(N)n1,-11%,-2%,-3%,4%,10%,-1%,5%,-11%,0
O=C1C2C3C=CC(C3)C2C(=O)N1c1n[nH]c(-c2ccccc2)n1 (stereo unspecified),-1%,-1%,-2%,-1%,19%,0%,16%,19%,-9
Cc1ccc(OC(=O)CCNC(=O)c2ccccc2Cl)c(Br)c1,-8%,0%,x,-4%,x,x,-12%,3%,-6
COc1ccc(-n2c(=O)c(CCC(=O)N(C)Cc3ccccc3C)nc3ccccc32)cc1,-5%,-3%,-21%,-6%,28%,-6%,4%,-25%,2
CCO[C@H]1OC(C(=O)NC2CC2)=C[C@@H](C2CCCCC2)[C@@H]1CCCO,-12%,-1%,-12%,9%,0%,-2%,3%,40%[activator],6
COc1ccccc1NC(=O)N1CCCC1,-12%,2%,-6%,-13%,2%,2%,-1%,u,-5
Cc1cccc(OCCNC(=S)NC(=O)c2cccnc2)c1,-10%,3%,-15%,-9%,36%,7%,28%,15%,-9
N#Cc1nc(-c2cccs2)oc1NCc1ccccc1,-29%,-1%,-4%,-7%,50%,-6%,5%,-1%,-5
Cc1cccc2cc(CN(CC3CCCO3)C(=S)NCc3ccco3)c(=O)[nH]c12 (stereo unspecified),-10%,-3%,-20%,-13%,0%,-1%,4%,29%,-4
COC(=O)c1ccc(COc2cccnc2[N+](=O)[O-])cc1,-24%,7%,-3%,-8%,-23%,-3%,70%[activator],80%[activator],-1
Cc1cccc(OCC(=O)Nc2ccccc2C(=O)OCc2cc(=O)n3nc(C4CC4)sc3n2)c1,-14%,-2%,12%,-14%[60.1 µM],0%,-2%,x,20%,-2

# Limited to Pol iota inh, for 3 of the compounds above:
Compound	Pol iota inh
COC(=O)c1cc(OC)c(OC)cc1NC(=S)N1CCC(C(N)=O)CC1	10%
CCc1c(CN2CCN(c3ccccc3F)CC2)csc1C	5%
CN(Cc1ccco1)c1ncnc2ccc(-c3ccccc3Cl)cc12	1%

# Next compounds.
SMILES,POLH inh,GRP78 ERSR act,Anesthetic bind,POLK inh,Pol beta inh,BLM helicase inh,APEX1 inh,Pol iota inh,LDHA block
CCOc1ccc(-n2c(SCC(=O)N3CCc4ccccc43)nc3c([nH]c4ccccc43)c2=O)cc1,7%,-1%,-5%,-4%[60.1 µM],56%,-2%,x,-4%,0
CCN(CC)c1ccc(/C=N/NC(=S)NCc2ccco2)cc1,-19%,-5%,950%[activator],-1%,-1%,-10%,1%,6%,2
O=C(NCc1ccccn1)c1nnc(Cc2ccc(Cl)cc2)o1,1%,-3%,0%,-8%,-11%,2%,-1%,-13%,-8
CSc1ccccc1OCc1cc(C(=O)N2CCC[C@H]2C(N)=O)no1,-13%,-4%,-5%,0%,0%,2%,11%,44%,0
CC(C)[C@H]1COCCS(=O)(=O)N1Cc1cccc(Cl)c1,-14%,-5%&-3%,u,-2%&6%,-30%,-3%,27%,19%&24%,-3
Cc1c(C(=O)c2cccc(F)c2)c2ccccn2c1CCC#N,-17%,-3%,-7%,-3%,-4%,-5%,-12%,99%[activator],-5
COc1cccc(CN(C)C(=O)CSCC(=O)Nc2cccc(C)c2)c1OC,-3%,2%,x,-5%,x,x,3%,-11%,-2
CC(=O)c1ccc(OCc2cc(C(=O)N(C)Cc3ccccn3)no2)cc1,-2%,3%,-23%,-5%,15%,-3%,22%,26%,-10
CCOC(=O)Sc1nc2ncncc2[nH]1,-17%,-2%,x,-10%,x,x,x,-21%,-4
O=C(Cn1cc(/C=N/NC(=O)c2cccc(C(F)(F)F)c2)c2ccccc21)Nc1ccc(F)cc1,u,-9%,-7%,-5%,u,-11%,19%,u,-5
Cc1ccc(OCC(=O)O/N=C(\N)c2ccccn2)cc1C,1%,1%,8%,-3%,13%,-2%,3%,46%[activator],-9
Cc1cc(F)ccc1NC(=O)c1c(C)oc2c1C1=NCCN1C=N2,3%,3%,-16%,-2%,2%,0%,x,12%,-1
CC[N+](CC)(CC#Cc1ccccc1)CC(=O)c1ccc(Cl)cc1,-14%,-4%,7%,-8%,18%,-8%,u,4%,-1
CC1=C(C(=O)Nc2ccc(C)cc2C)C(C(C)C)n2nc(SCc3ccccc3Cl)nc2N1 (stereo unspecified),-3%,-3%,-5%,-23%,-14%,0%,x,-5%,-15
CC(C)(C)c1ccc(C(=O)O[C@H]2[C@H](Cc3ccccc3)NS(=O)(=O)[C@H]3C[C@@H]4C=C[C@]23O4)cc1,-13%,-4%,x,-7%,x,x,-4%,-17%,-6
Cc1cc(NC(=O)CSc2nncc(=O)n2N)no1,-13%,2%,4%,4%,2%,-7%,0%,28%,-1
C/C(CC(=O)NC(C)C)=N\NC(=O)COc1cc(C)c(Br)cc1Br,-1%,6%,-21%,-9%,-2%,-6%,4%,118%[activator],-7
CCC(CC)C(=O)Nc1nnc(SCC(=O)NC2CCCCC2)s1,-18%,11%,13%,-7%,-9%,0%,9%[12.4 µM],212%[activator],-13
CCOC(=O)C1CCCN(C(=S)NC2CCCC2)C1 (stereo unspecified),-14%,-1%,-8%,-12%,74%,-3%,-6%,9%,-2
O=C(CSC1=NS(=O)(=O)c2cc(F)ccc2N1)Nc1ccccc1F,-17%,-4%,x,-2%,x,x,44%[activator],-1%,-1

# 4 compounds drawn at random from the list so far:
SMILES,POLH inh,GRP78 ERSR act,Anesthetic bind,POLK inh,Pol beta inh,BLM helicase inh,APEX1 inh,Pol iota inh,LDHA block
Cc1cccc(OCC(=O)Nc2ccccc2C(=O)OCc2cc(=O)n3nc(C4CC4)sc3n2)c1,-14%,-2%,12%,-14%[60.1 µM],0%,-2%,x,20%,-2
Cc1cc(F)ccc1NC(=O)c1c(C)oc2c1C1=NCCN1C=N2,3%,3%,-16%,-2%,2%,0%,x,12%,-1
COc1ccc(C(=O)NCC(=O)OCc2ccc(Br)cc2)cc1,-6%,-2%,-7%,3%,21%,3%,0%,-22%,0
COc1ccc(CN(C)C(=O)CNC(=O)c2ccc(C)cc2)cc1,-4%,0%,-15%,-8%,-1%,-5%,78%[activator],80%[activator],-10

# Additional results.
SMILES,POLH inh,GRP78 ERSR act,Anesthetic bind,POLK inh,Pol beta inh,BLM helicase inh,APEX1 inh,Pol iota inh,LDHA block
CN(Cc1ccccc1)C(=O)c1nc2ccccn2c1CN1CCC(N2CCOCC2)CC1,-7%,-4%,-3%,-9%,26%,-1%,0%,u,-3
CC(=O)c1ccc(NC(=S)Nc2ccc3[nH]c(=O)[nH]c3c2)cc1,-19%,0%,-2%,-24%,-1%,-6%,9%,42%[activator],-7
Cc1ccc(C)c(C(=O)COC(=O)c2cccc(N3C(=O)c4c(C)nc5ccccc5c4C3=O)c2)c1,7%,-6%,-14%,-9%,11%,-1%,-8%,-18%,-10
CN(c1ccccc1)S(=O)(=O)c1cccc(C(=O)NNC(=O)c2ccccc2)c1,-24%,-4%,-14%,1%,1%,-1%,-3%,155%[activator],-3
O=C(Nc1ccccc1Cl)NC1(C(=O)NCCCN2CCOCC2)CCCCC1,-8%,0%,-14%,-8%,34%,2%,-6%,-7%,-2
O=C(/C=C/c1ccc([N+](=O)[O-])cc1)c1cccs1,u,2%,2%,-14%,u,-4%,-2%,27%,-14
O=C(c1csnn1)N1CCC[C@@]2(CCN(c3ccccn3)C2)C1,x,-1%,x,-3%[60.1 µM],x,3%,6%,x,x
Cc1ccc(-c2nc(CS(=O)(=O)CC(=O)NCCN3CCCC3)c(C)o2)cc1,-7%,-5%,-1%,1%,60%,4%,-11%,-28%,-3
O=c1c(N2CCN(c3ccccc3)CC2)csc2ccc(Cl)cc12,-23%,-3%,2%,-10%[60.1 µM],27%,-9%,x,13%,-3
Cc1ccc(SCC(=O)N2CCOCC2)cc1,5%,-2%,-3%,-4%,45%,-12%,11%,9%,-7
Nc1nc(N2CCCCC2)nc2ccccc12,-9%,2%,2%,-1%,22%,7%,11%,3%,-8
CC(C)CN1CC(C)C(=O)N(c2ccccc2)C1=O (stereo unspecified),-6%,-4%,x,-5%,x,x,x,10%,-7

# Compound activity as filed in PubChem BioAssay.

# The list is partial. The share of hits here may be higher or lower than overall.
